High-throughput results from PubChem.
PfM18AAP inh – blocks P. falciparum M18 aspartyl aminopeptidase | recombinant PfM18AAP, H-Glu-NHMec fluorogenic cleavage | inhibition, % at 7.35 µM | actives 1.2% (n = 290,000);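 active = inhibition above the campaign mean inhibition over all tested compounds plus 3 SD, cut at about 28% in these data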;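 note: 0% = plate median of test compound wells and 100% = 2 mM ZnCl2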
V1aR counter – counter-screen for oxytocin receptor agonists: human V1a receptor agonists; CHO-V1R cells, Fluo-8 calcium fluorescence, agonist mode; 0% DMSO, 100% 3 nM vasopressin; activation, % at 3 µM; actives 0.25% (n = 320,000); AID 2797;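 active = activation above the mean activation of all tested compounds plus 3 SD, per screening run, cut at about 20% in these data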;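 note: signal is peak over basal fluorescence ratio across a 100 second FLIPR read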
Target sequence (P37288 whole entry, looked up): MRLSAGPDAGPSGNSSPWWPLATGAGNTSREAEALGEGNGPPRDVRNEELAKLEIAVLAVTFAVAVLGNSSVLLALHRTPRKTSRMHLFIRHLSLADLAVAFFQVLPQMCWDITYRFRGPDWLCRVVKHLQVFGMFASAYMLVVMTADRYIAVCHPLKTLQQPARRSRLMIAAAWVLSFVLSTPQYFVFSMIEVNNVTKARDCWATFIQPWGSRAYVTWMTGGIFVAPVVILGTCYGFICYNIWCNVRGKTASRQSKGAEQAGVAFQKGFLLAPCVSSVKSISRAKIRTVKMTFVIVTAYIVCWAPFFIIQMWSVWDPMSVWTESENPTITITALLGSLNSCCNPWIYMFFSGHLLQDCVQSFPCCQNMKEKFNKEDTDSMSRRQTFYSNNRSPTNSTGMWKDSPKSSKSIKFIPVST
MEKK2wt PB1 HTS – raises or lowers MEK5 binding to wildtype human MEKK2 PB1 domain | Q9Y2U5 | actives 1.1% (n = 290,000) | binding response (% of control), % at 10 µM | bead flow cytometry, Alexa488-MEK5 binding to MEKK2 WT; actives lie on both sides; in the data active = binding response below about 67% or above about 130%
OXTR ag – agonists of human oxytocin receptor. P30559. CHO-OTR cells, Fluo-8 calcium fluorescence; normalized: DMSO 0%, oxytocin 100%. activation, % at 3 µM. actives 0.32% (n = 320,000). AID 2435;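 active = activation above the mean of all tested compounds plus 3 SD, cutoff set per screening run, cut at about 20% in these data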;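 note: peak over basal fluorescence ratio from a 100 s FLIPR kinetic read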
GPR7 antag – human neuropeptides B/W receptor 1 antagonism. GPR7-expressing cells, fluorescence antagonist assay. actives 1.1% (n = 290,000). inhibition, % at 4.4 µM. AID 1861. P48145; in the data active = inhibition above about 16%, passing the limit was not always enough;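 note: cells stimulated with the agonist NPW; 0% = agonist with vehicle and 100% = vehicle without agonist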
Target sequence (P48145 whole entry, looked up): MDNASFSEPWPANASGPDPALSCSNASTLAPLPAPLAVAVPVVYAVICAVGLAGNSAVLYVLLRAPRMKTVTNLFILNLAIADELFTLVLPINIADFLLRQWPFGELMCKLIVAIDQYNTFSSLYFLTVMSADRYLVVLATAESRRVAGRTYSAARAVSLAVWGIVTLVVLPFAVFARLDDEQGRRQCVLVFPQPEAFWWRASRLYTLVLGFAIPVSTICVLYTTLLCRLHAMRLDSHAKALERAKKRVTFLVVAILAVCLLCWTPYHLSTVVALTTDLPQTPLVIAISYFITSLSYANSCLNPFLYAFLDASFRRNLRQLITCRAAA
OXTR potentiator – potentiates the human oxytocin receptor response. P30559. CHO-OTR cells, Fluo-8 calcium fluorescence, potentiator mode; 0% = oxytocin EC15, 100% = EC100. activation, % at 3 µM. actives 0.061% (n = 320,000);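 active = activation above that plate's cutoff, the mean activation of tested compounds plus 3 SD, cut at about 6.6% in these data, passing the limit was not always enough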;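 note: 100% uses oxytocin at 75 nM as the full agonist control; some results filed as inactive read as strong as hits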
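test system = CHO-OTR cells, human receptor | compound = single-point 3.0 µM | schedule = 6 min compound pre-incubation at room temperature, 100 s kinetic read | signal = Fluo-8 no-wash calcium dye fluorescence, excitation 470-495 nm, emission 515-575 nm | repeats = single well per compound, singlicate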
NALP1 yeast inh – NALP1 inhibition; inhibition, % at 10 µM; actives 0.61% (n = 280,000); S. cerevisiae NALP1/ASC/caspase-1 growth, X-gal OD620, 72 h; in the data active = inhibition mostly above about 24%, no sharp cut-off; inactive = mostly below about 32%; note: some compounds called inactive have numbers as strong as hits
MEKK2 mut-MEK5 – signal of MEK5 binding to mutant human MEKK2 PB1 domain; bead flow cytometry, Alexa488-MEK5 binding to MEKK2 mutant; AID 1530; actives 0.35% (n = 290,000); percent response, % at 10 µM; in the data active = percent response above about 24%, passing the limit was not always enough; note: inactives centre near 1; some results filed as inactive read as strong as hits; reference of the scale not given here
GalR3 antag – blocks the human galanin receptor 3; inhibition, % at 3 µM; AID 651719; HEK293 GalR3-CNG cAMP membrane potential fluorescence; galR3 body fused to GalR1 C-terminus; O60755; actives 0.44% (n = 360,000);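 active = inhibition above the screen-wide average plus 3 SD, cut at about 13% in these data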;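 note: forskolin and galanin both at EC90 stimulate the cells; cAMP rise reported by CNG channel membrane potential dye signal; 0% = forskolin plus galanin with DMSO and 100% = forskolin alone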
Target sequence (O60755 1-299 limits assumed): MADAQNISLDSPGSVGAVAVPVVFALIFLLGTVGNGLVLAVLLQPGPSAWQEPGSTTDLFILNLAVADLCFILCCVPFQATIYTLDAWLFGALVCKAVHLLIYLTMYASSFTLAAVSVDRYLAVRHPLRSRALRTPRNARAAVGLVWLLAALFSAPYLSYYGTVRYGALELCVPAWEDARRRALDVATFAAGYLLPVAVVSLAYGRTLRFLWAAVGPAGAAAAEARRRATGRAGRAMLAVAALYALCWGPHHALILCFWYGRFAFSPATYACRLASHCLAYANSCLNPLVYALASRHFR
* hit, by the source's call.

CC1(c2ccc(OC(F)F)cc2)NC(=O)N(CC(=O)c2ccc3c(c2)OCO3)C1=O (configuration not stated) was read as V1aR counter 39*, OXTR ag 41*, OXTR potentiator -22 and GalR3 antag -2.
COc1cc2nc(CN3CCN(S(=O)(=O)c4c(F)cccc4F)CC3)[nH]c(=O)c2cc1OC was read as V1aR counter 0.5, OXTR ag 0.1, OXTR potentiator -5 and GalR3 antag 5.
`COC(=O)Cn1c(=NC(=O)c2cc(OC)cc(OC)c2)sc2cc(OC)ccc21` gave PfM18AAP inh -16, V1aR counter -0.1, MEKK2wt PB1 HTS 103, OXTR ag -0.6, GPR7 antag 3, OXTR potentiator 3, NALP1 yeast inh 26, MEKK2 mut-MEK5 0 and GalR3 antag 1.
COc1ccccc1Nc1ncnc2c1oc1ccccc12 was read as PfM18AAP inh -18, V1aR counter -0.5, MEKK2wt PB1 HTS 104, OXTR ag -2.3, GPR7 antag 8, OXTR potentiator -5, NALP1 yeast inh -27, MEKK2 mut-MEK5 1 and GalR3 antag -4.
Screening CCN(CC(=O)Nc1ccccc1C(F)(F)F)C(=O)C1CSC2(C)CCC(=O)N12 (configuration not stated) returned V1aR counter 0.1, OXTR ag 0.2, OXTR potentiator -1 and GalR3 antag 1.
`COC(=O)c1ccc(NC(=O)c2ccc[n+]([O-])c2)cc1` gave PfM18AAP inh -1, V1aR counter 0.2, MEKK2wt PB1 HTS 105, OXTR ag 1.4, GPR7 antag 6, OXTR potentiator -15, NALP1 yeast inh 20, MEKK2 mut-MEK5 7 and GalR3 antag -3.
O=[N+]([O-])c1ccc(Nc2nc(NCCO)nc(N3CCCC3)n2)cc1 was read as PfM18AAP inh -41, V1aR counter -1.2, MEKK2wt PB1 HTS 109, OXTR ag -1.4, GPR7 antag -10, OXTR potentiator -12, NALP1 yeast inh 13, MEKK2 mut-MEK5 3 and GalR3 antag -2.
For COc1ccc(NC(=O)C(C)N(c2ccc(C)cc2)S(C)(=O)=O)cc1 (configuration not stated) the results were PfM18AAP inh 4, V1aR counter -0.2, MEKK2wt PB1 HTS 90, OXTR ag -0.7, GPR7 antag -4, OXTR potentiator -3, NALP1 yeast inh -5, MEKK2 mut-MEK5 -2 and GalR3 antag -2.
Screening COC(=O)Nc1nn(-c2ccc(Cl)cc2)c(=O)c(C#N)c1C returned PfM18AAP inh -5, V1aR counter -0.4, MEKK2wt PB1 HTS 107, OXTR ag -1.2, GPR7 antag -8, OXTR potentiator -5, MEKK2 mut-MEK5 -2 and GalR3 antag -6.
Screening CC(=O)NS(=O)(=O)c1ccc(NS(=O)(=O)c2ccccc2[N+](=O)[O-])cc1 returned PfM18AAP inh -19, V1aR counter 0.4, MEKK2wt PB1 HTS 97, OXTR ag 1.7, GPR7 antag -11, OXTR potentiator -1, NALP1 yeast inh 12, MEKK2 mut-MEK5 -1 and GalR3 antag 0.
Screening CCOC(=O)Cc1csc(NC(=O)c2csc3c2CCCC3)n1 returned PfM18AAP inh 7, V1aR counter 0.5, MEKK2wt PB1 HTS 105, OXTR ag 1.1, GPR7 antag -5, OXTR potentiator 0, NALP1 yeast inh -19, MEKK2 mut-MEK5 5 and GalR3 antag -5.
Screening O=C(c1ccco1)N1CCN(c2ncnc3c2oc2ccccc23)CC1 returned PfM18AAP inh 13, V1aR counter 7.6, MEKK2wt PB1 HTS 110, OXTR ag 8.0, GPR7 antag -3, OXTR potentiator -18, NALP1 yeast inh 43, MEKK2 mut-MEK5 7 and GalR3 antag -1.
Screening CC(=O)c1ccc(N2CCN(c3ccc4cc(S(=O)(=O)N5CCC(C)CC5)ccc4n3)CC2)cc1 returned PfM18AAP inh -5, V1aR counter 0.6, MEKK2wt PB1 HTS 93, OXTR ag -0.3, GPR7 antag 0, OXTR potentiator -14, NALP1 yeast inh 4, MEKK2 mut-MEK5 1 and GalR3 antag 0.
O=C(CN1CCOCC1)Nc1cccc(Cl)c1Cl was read as PfM18AAP inh -2, V1aR counter 2.1, MEKK2wt PB1 HTS 100, OXTR ag -0.1, GPR7 antag 9, OXTR potentiator 0, NALP1 yeast inh -21, MEKK2 mut-MEK5 -2 and GalR3 antag -2.
Screening Cc1cccc(C2(c3cccc(C)c3)OC(=O)c3ccccc32)c1 returned PfM18AAP inh -3, V1aR counter -0.1, MEKK2wt PB1 HTS 94, OXTR ag -1.9, GPR7 antag -12, OXTR potentiator -21, NALP1 yeast inh -18, MEKK2 mut-MEK5 -4 and GalR3 antag -6.

Of the compounds above, these contain a furan ring, fused or not:
COc1ccccc1Nc1ncnc2c1oc1ccccc12 was read as PfM18AAP inh -18, V1aR counter -0.5, MEKK2wt PB1 HTS 104, OXTR ag -2.3, GPR7 antag 8, OXTR potentiator -5, NALP1 yeast inh -27, MEKK2 mut-MEK5 1 and GalR3 antag -4.
Screening O=C(c1ccco1)N1CCN(c2ncnc3c2oc2ccccc23)CC1 returned PfM18AAP inh 13, V1aR counter 7.6, MEKK2wt PB1 HTS 110, OXTR ag 8.0, GPR7 antag -3, OXTR potentiator -18, NALP1 yeast inh 43, MEKK2 mut-MEK5 7 and GalR3 antag -1.

(cont.)
Cc1nc(SCC(=O)O)c(C#N)c(C)c1CC(=O)c1ccccc1 was read as PfM18AAP inh -2, V1aR counter 0.7, MEKK2wt PB1 HTS 92, OXTR ag 0.7, GPR7 antag -5, OXTR potentiator -1, NALP1 yeast inh -5, MEKK2 mut-MEK5 -1 and GalR3 antag -1.
Screening COc1cc(CCC(=O)N2CCN(S(=O)(=O)c3ccc(C)cc3)CC2)cc(OC)c1OC returned V1aR counter 0.5, OXTR ag -1.9, OXTR potentiator -1 and GalR3 antag -1.
`O=C(CCC(=O)NC1CCN(Cc2ccccc2)CC1)NCc1ccco1` gave PfM18AAP inh -8, V1aR counter 0.5, MEKK2wt PB1 HTS 107, OXTR ag 1.0, GPR7 antag -2, OXTR potentiator -1, NALP1 yeast inh -15, MEKK2 mut-MEK5 2 and GalR3 antag -5.
O=c1c2ccccc2nc(/C=C/c2cccnc2)n1Cc1ccccc1 was read as PfM18AAP inh 17, MEKK2wt PB1 HTS 94, GPR7 antag 0, NALP1 yeast inh 10, MEKK2 mut-MEK5 -4 and GalR3 antag -2.
`O=c1[nH]c2cccnc2c2ccsc12` gave PfM18AAP inh -6, V1aR counter 0.0, MEKK2wt PB1 HTS 98, OXTR ag -0.7, GPR7 antag 10, OXTR potentiator -8, NALP1 yeast inh -12, MEKK2 mut-MEK5 -4 and GalR3 antag 23*.
Screening O=C(Cc1c[nH]c2ccccc12)NCc1cccs1 returned PfM18AAP inh -1, V1aR counter -0.5, MEKK2wt PB1 HTS 108, OXTR ag 0.3, GPR7 antag -2, OXTR potentiator 2, NALP1 yeast inh 23, MEKK2 mut-MEK5 0 and GalR3 antag -2.
`Fc1ccc(-n2c(Cn3nnc4ccccc43)n[nH]c2=S)cc1` gave PfM18AAP inh 30*, V1aR counter 0.8, MEKK2wt PB1 HTS 100, OXTR ag 1.3, GPR7 antag -8, OXTR potentiator 2, NALP1 yeast inh 10, MEKK2 mut-MEK5 -1 and GalR3 antag -7.
For Fc1ccccc1CSc1nncn1NC/C=C/c1ccccc1 the results were PfM18AAP inh 6, V1aR counter 0.0, MEKK2wt PB1 HTS 102, OXTR ag -0.2, GPR7 antag 11, OXTR potentiator -10, NALP1 yeast inh -1, MEKK2 mut-MEK5 4 and GalR3 antag -7.
`CCN(Cc1ccccc1)S(=O)(=O)c1ccc(C(=O)N(CCCN(C)C)c2nc3cc4c(cc3s2)OCO4)cc1` gave PfM18AAP inh 3, V1aR counter 1.4, MEKK2wt PB1 HTS 202*, OXTR ag 2.8, GPR7 antag -3, OXTR potentiator 2, NALP1 yeast inh 29, MEKK2 mut-MEK5 39* and GalR3 antag -4.
Screening Cc1ccc(S(=O)(=O)N[C@H](C(=O)OCC(=O)NC(=O)Nc2ccc3c(c2)OCCO3)C(C)C)cc1 returned PfM18AAP inh -2, V1aR counter 1.4, MEKK2wt PB1 HTS 102, OXTR ag -0.4, GPR7 antag -8, OXTR potentiator -10, NALP1 yeast inh 13, MEKK2 mut-MEK5 -1 and GalR3 antag -5.
`Cc1nnc(SCc2cccc(Oc3ccccc3)c2)n1N` gave PfM18AAP inh 2, V1aR counter 0.3, MEKK2wt PB1 HTS 100, OXTR ag -0.2, GPR7 antag -7, OXTR potentiator -6, NALP1 yeast inh -7, MEKK2 mut-MEK5 1 and GalR3 antag -5.
Screening Cc1ccccc1Nc1nc(N)nc(CN2CCN(C(=O)c3ccccc3)CC2)n1 returned PfM18AAP inh 3, V1aR counter 0.5, MEKK2wt PB1 HTS 98, OXTR ag -0.4, GPR7 antag -20, OXTR potentiator -11, NALP1 yeast inh 19, MEKK2 mut-MEK5 0 and GalR3 antag -1.
Screening O=C(Cn1nc(-c2ccccc2)ccc1=O)Nc1ccc(N2CCN(C(=O)c3cccs3)CC2)cc1 returned PfM18AAP inh 4, V1aR counter 1.0, MEKK2wt PB1 HTS 91, OXTR ag 0.2, GPR7 antag -5, OXTR potentiator -6, NALP1 yeast inh -2, MEKK2 mut-MEK5 -10 and GalR3 antag -1.
Screening Cc1ccc(CC2CC(=O)N(c3cc(Cl)ccn3)C2=O)cc1 (configuration not stated) returned PfM18AAP inh 3, V1aR counter 0.2, MEKK2wt PB1 HTS 102, OXTR ag -2.5, GPR7 antag -4, OXTR potentiator 5, NALP1 yeast inh 3, MEKK2 mut-MEK5 4 and GalR3 antag 0.
Screening COc1ccc(-c2nnc(SCC(=O)Nc3cccnc3Cl)n2C)cc1 returned V1aR counter 0.1, OXTR ag -1.7, OXTR potentiator -4 and GalR3 antag -3.
For CN1CCN(c2nc(C#N)cc(-c3ccccc3)n2)CC1 the results were PfM18AAP inh -3, V1aR counter 0.1, MEKK2wt PB1 HTS 106, OXTR ag 0.4, GPR7 antag 3, OXTR potentiator -7, NALP1 yeast inh 24*, MEKK2 mut-MEK5 3 and GalR3 antag -1.
For CCc1cc(C(=O)N2CCCC(Nc3ccc(F)c(F)c3)C2)n(C)n1 (configuration not stated) the results were PfM18AAP inh 9, V1aR counter 2.0, MEKK2wt PB1 HTS 101, OXTR ag -1.4, GPR7 antag -9, OXTR potentiator -5, NALP1 yeast inh -3, MEKK2 mut-MEK5 7 and GalR3 antag -2.
Screening C=CCNC(=S)N1CCN(c2ccc([N+](=O)[O-])cc2)CC1 returned PfM18AAP inh -1, V1aR counter 9.9, MEKK2wt PB1 HTS 108, OXTR ag 8.3, GPR7 antag 10, OXTR potentiator -6, NALP1 yeast inh 20, MEKK2 mut-MEK5 19 and GalR3 antag -5.
`Cc1ccccc1NCC(=O)N/N=C/c1c[nH]c2ccccc12` gave PfM18AAP inh -1, V1aR counter 2.2, MEKK2wt PB1 HTS 56, OXTR ag 4.4, GPR7 antag 12, OXTR potentiator -16, NALP1 yeast inh 9, MEKK2 mut-MEK5 -15 and GalR3 antag -2.
`O=C(NCc1cccs1)c1ccc2c(c1)ncn2C1CCCC1` gave PfM18AAP inh 0, V1aR counter 0.3, MEKK2wt PB1 HTS 100, OXTR ag -0.2, GPR7 antag 7, OXTR potentiator -4, NALP1 yeast inh 1, MEKK2 mut-MEK5 3 and GalR3 antag -2.
